From PubChem
CYP2C9 activ: CYP2C9 (human) activation. P11712. recombinant CYP2C9, luciferin-H conversion, luminescence; hits give high values; factor 1 = untreated enzyme, 0 = blocked. activation factor at 5 µM. 1.4% of 96,000 active. AID 1024;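 active = activation factor of 2 or more for CYP2C9 at a 5 µM dose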;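 note: 0 = sulfaphenazole-blocked wells and 1 = vehicle-only wells; values of inactives mirror those of a sister screen read the other way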
Calb biofilm kill: kills Candida albicans biofilms; inhibition, % at 6 µM; C. albicans biofilm + clotrimazole, Alamar Blue; 0.14% of 85,000 active;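 active = inhibition above 20%; inactive = inhibition below 20%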;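 note: preformed 24 hr biofilms exposed to compound for 48 hr; 0% = biofilm without compound and 100% = blank killed by clotrimazole plus chlorhexidine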
CYP2C19 act: cytochrome P450 2C19 (human) activation; P33261; recombinant CYP2C19, luciferin-H EGE luminescence; hits give high values; 0 = fully inhibited enzyme, 1 = untreated enzyme; activation factor at 5 µM; 96,000 tested, under 10 active;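 active = activation factor of at least 2 at 5 µM in the primary screen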;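 note: 0 = wells with 2.5 mM tranylcypromine and 1 = vehicle-only wells; values of inactives mirror those of a sister screen read the other way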
CYP2C9 inhib: human CYP2C9 inhibition. CYP2C9 Supersomes, luciferin-H conversion, luminescence. P11712. inhibition, % at 5 µM. 20% of 96,000 active;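 active = blocking of liver enzyme CYP2C9 beyond about 50% at 5 µM, limit read from the data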; note: values of inactives mirror those of a sister screen read the other way
IL1B cytotox: toxic to HUVEC cells under IL-1B stimulation | 0.41% of 94,000 active | HUVEC cell count loss, Hoechst imaging, IL-1B stimulated | cell count reduction, % at 2 µM;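 active = cell count reduction more than 3 SD above the screen-wide mean, cut at about 70% in these data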;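 note: normalized per plate to untreated control cells as the no-loss baseline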
VCAM1 TNFa inh: reduces TNF alpha induced VCAM1 expression in HUVEC; HUVEC TNFa-induced VCAM-1 immunofluorescence, high-content imaging; inhibition, % at 2 µM; 0.48% of 95,000 active;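 active = inhibition above the batch mean plus 3 SD, with images confirmed as a hit by eye, cut at about 37% in these data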;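 note: 0% = TNF-stimulated DMSO wells and 100% = unstimulated control wells; not every result past the cut was called active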
CYP2C19 inh: inhibitors of human CYP2C19. 21% of 96,000 active. AID 778. CYP2C19 Supersomes, luciferin-H EGE luminescence, 30 min. inhibition, % at 5 µM. P33261;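 active = CYP2C19 inhibition above a set limit at 5 µM in the primary screen, cut at about 50% in these data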;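 note: plate controls were negative control wells for no effect and 2.5 mM tranylcypromine positive control for full effect; values of inactives mirror those of a sister screen read the other way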
DAT uptake mod: changed human dopamine transporter uptake under cocaine IC80. 1.3% of 110,000 active. LLC-PK1 hDAT cells, [14C]-dopamine uptake with cocaine IC80; actives deviate in either direction. B-score at 10 µM. Q01959;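 active = Z score or B-score, a plate-position-corrected score, falls beyond the plate's 99.7% confidence bounds, in either direction; inactive = both scores lie inside the 99.7% bounds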;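 note: scored against the spread of the other compound wells on the same plate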
Target sequence (Q01959 whole entry, looked up): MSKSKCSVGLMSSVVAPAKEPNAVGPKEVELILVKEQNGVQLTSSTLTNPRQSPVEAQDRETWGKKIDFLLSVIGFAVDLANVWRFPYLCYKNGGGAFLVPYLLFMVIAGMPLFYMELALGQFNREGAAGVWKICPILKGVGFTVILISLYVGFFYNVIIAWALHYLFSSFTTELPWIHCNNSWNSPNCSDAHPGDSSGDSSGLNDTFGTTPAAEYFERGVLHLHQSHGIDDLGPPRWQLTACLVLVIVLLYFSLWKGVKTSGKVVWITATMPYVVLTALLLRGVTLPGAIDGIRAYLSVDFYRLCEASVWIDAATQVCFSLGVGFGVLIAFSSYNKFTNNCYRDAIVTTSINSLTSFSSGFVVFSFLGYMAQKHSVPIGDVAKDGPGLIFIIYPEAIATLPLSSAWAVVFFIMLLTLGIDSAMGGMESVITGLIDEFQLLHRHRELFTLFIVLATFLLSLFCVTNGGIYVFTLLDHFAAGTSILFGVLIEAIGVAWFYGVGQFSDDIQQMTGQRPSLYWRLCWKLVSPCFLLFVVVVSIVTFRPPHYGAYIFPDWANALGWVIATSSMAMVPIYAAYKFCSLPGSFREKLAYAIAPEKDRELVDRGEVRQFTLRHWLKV
HUVEC tox TNFa: HUVEC cytotoxicity counter-screen, TNF alpha stimulated; HUVEC TNFalpha-stimulated, Hoechst cell count, imaging; cell count reduction, % at 2 µM; 0.17% of 93,000 active; AID 848;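 active = cell count reduction exceeding the screen mean by over 5 SD, scaled to untreated wells per plate, cut at about 78% in these data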;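 note: cells counted after 24 h of TNF alpha exposure following the 1 h pretreatment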
Numbers without * were called inactive; · = not tested or not shown.

SMILES	CYP2C9 activ	Calb biofilm kill	CYP2C19 act	CYP2C9 inhib	IL1B cytotox	VCAM1 TNFa inh	CYP2C19 inh	DAT uptake mod	HUVEC tox TNFa
COc1ccccc1N1CCN(C(=O)CSc2nc(-c3ccccc3)cc(=O)[nH]2)CC1	·	6	·	·	0	6	·	-0.28	-3
CCOc1cc(CNCc2ccncc2)cc(Br)c1OCc1ccccc1F	0.1	·	0.1	91*	-11	-14	85*	2.1	-10
O=C1C(C=NCCCN2CCCC2=O)=C(O)c2ccccc21	1	-2	0.9	-1	-26	-54	6	0.24	-38
CC(=O)Nc1nc(=S)ss1	0.9	10	1.1	12	10	8	-10	-0.78	-7
c1ccc2c(c1)nc1n2CN(Cc2ccc3c(c2)OCO3)CN1	1.1	·	1.1	-11	-8	-10	-10	-0.42	-38
Cc1sc(NC(=O)c2ccco2)nc1-c1ccc2c(c1)CC(C)N2C(=O)C1CC1 (stereo unspecified)	0.9	-6	0.7	14	·	·	35	-0.59	·
CC(C)CNS(=O)(=O)c1ccc(CCC(=O)NCC2CCCO2)cc1 (stereo unspecified)	0.9	6	1	7	-16	15	2	-0.54	25
CC1=CC(C)(C)N=C(Nc2ccc(C)cc2)S1	1	6	0.2	2	·	·	76*	1.2	·
CCOc1cc(NS(=O)(=O)c2ccccc2)c(OCC)cc1NC(=O)c1ccco1	0.7	8	1	25	13	-10	3	-0.52	-4
CCC1CCCCN1C(=O)CCCOc1ccccc1 (stereo unspecified)	0.9	4	0.5	9	-3	22	50*	0.91	9
CN1CCN(C(=O)c2cc(Cl)ccc2Cl)CC1	1.4	-1	1.1	-37	-16	-6	-8	0.75	-26
O=C(COc1cccc2ccccc12)NNC(=O)c1cccs1	2.9*	·	0.7	-194	-21	2	34	·	-11
O=C(CCS(=O)(=O)c1cccc2nsnc12)NCc1ccccc1	·	13	·	·	-56	2	·	-8.2*	-35
Nc1cc(-c2ccccc2)nn1S(=O)(=O)c1ccc(Br)cc1	0.5	4	0.9	49	6	0	12	-0.53	-18
Cc1ccc(-n2c(=O)[nH]c3c(C(N)=O)nc(CC(C)C)nc32)cc1	1.1	4	1.1	-15	-4	-3	-10	-0.036	-3
CCCCC(=O)Nc1nn(C)c2nc3c(C)cccc3cc12	1.5	9	1	-46	19	-17	-3	0.51	-18
CSC1=N/C(=C\c2ccccc2)C(=O)N1C	0.9	·	1	15	-13	-14	2	-0.72	4
O=C1c2ccccc2OC2(C=Cc3ccccc3O2)N1Cc1ccccc1 (stereo unspecified)	0.1	5	0	94*	0	2	97*	·	19
CCOC(=O)C1=C(CSc2nc(C)ccc2C#N)OC(N)=C(C#N)C1c1cccc(OC)c1OC (stereo unspecified)	0	9	0	97*	-12	3	97*	-0.94	-18
COc1ccc(NC2CCN(C3CC(=O)N(c4ccc(F)c(Cl)c4)C3=O)CC2)cc1 (stereo unspecified)	1.1	3	0.9	-9	-24	-3	13	-0.71	-3

Reformatted in CSV form: part of the list above
compound,CYP2C9 activ,Calb biofilm kill,CYP2C19 act,CYP2C9 inhib,IL1B cytotox,VCAM1 TNFa inh,CYP2C19 inh,DAT uptake mod,HUVEC tox TNFa
CC1=CC(C)(C)N=C(Nc2ccc(C)cc2)S1,1,6,0.2,2,·,·,76*,1.2,·
CCOc1cc(NS(=O)(=O)c2ccccc2)c(OCC)cc1NC(=O)c1ccco1,0.7,8,1,25,13,-10,3,-0.52,-4
CCC1CCCCN1C(=O)CCCOc1ccccc1 (stereo unspecified),0.9,4,0.5,9,-3,22,50*,0.91,9
CN1CCN(C(=O)c2cc(Cl)ccc2Cl)CC1,1.4,-1,1.1,-37,-16,-6,-8,0.75,-26
O=C(COc1cccc2ccccc12)NNC(=O)c1cccs1,2.9*,·,0.7,-194,-21,2,34,·,-11
O=C(CCS(=O)(=O)c1cccc2nsnc12)NCc1ccccc1,·,13,·,·,-56,2,·,-8.2*,-35
Nc1cc(-c2ccccc2)nn1S(=O)(=O)c1ccc(Br)cc1,0.5,4,0.9,49,6,0,12,-0.53,-18
Cc1ccc(-n2c(=O)[nH]c3c(C(N)=O)nc(CC(C)C)nc32)cc1,1.1,4,1.1,-15,-4,-3,-10,-0.036,-3
CCCCC(=O)Nc1nn(C)c2nc3c(C)cccc3cc12,1.5,9,1,-46,19,-17,-3,0.51,-18
CSC1=N/C(=C\c2ccccc2)C(=O)N1C,0.9,·,1,15,-13,-14,2,-0.72,4
O=C1c2ccccc2OC2(C=Cc3ccccc3O2)N1Cc1ccccc1 (stereo unspecified),0.1,5,0,94*,0,2,97*,·,19
CCOC(=O)C1=C(CSc2nc(C)ccc2C#N)OC(N)=C(C#N)C1c1cccc(OC)c1OC (stereo unspecified),0,9,0,97*,-12,3,97*,-0.94,-18
COc1ccc(NC2CCN(C3CC(=O)N(c4ccc(F)c(Cl)c4)C3=O)CC2)cc1 (stereo unspecified),1.1,3,0.9,-9,-24,-3,13,-0.71,-3

(next part)
SMILES	CYP2C9 activ	Calb biofilm kill	CYP2C19 act	CYP2C9 inhib	IL1B cytotox	VCAM1 TNFa inh	CYP2C19 inh	DAT uptake mod	HUVEC tox TNFa
COc1cc2nc(CN3CCN(c4ncc(C(F)(F)F)cc4Cl)CC3)[nH]c(=O)c2cc1OC	0.9	6	0.8	15	·	·	15	·	·
Cc1c(OCC(=O)OC(C)(C)C)ccc2c3c(c(=O)oc12)CCC3	1	4	0.8	2	-32	-19	15	-0.24	-18
CC(C)COP(=O)(c1ccc(N(C)C)cc1)C(O)c1ccccc1F (stereo unspecified)	0.9	5	0.5	10	8	-13	50	0.026	1
COc1cc(NC(=O)Cc2nn(C)c(=O)c3ccccc23)cc(OC)c1	0.1	4	0.7	86*	-12	9	35	-0.19	-4
COc1ccc(Cl)cc1N1Cc2ccccc2C1	0.7	6	0.9	27	-8	-2	14	-0.76	-15
COCCNC(=O)c1c(N)n(/N=C/c2cccs2)c2nc3ccccc3nc12	0.4	5	0.9	61*	-97	-8	9	1.1	0
O=C1CN(C(=O)c2ccccc2)c2ccccc2N1	0.9	-2	0.8	15	-6	4	18	-1	1
COC(=O)c1cccc(NC(=O)CSc2nnnn2C)c1	0.9	-1	0.9	12	-10	17	7	-0.32	-1
CCOCC(=O)Nc1ccc(S(=O)(=O)N2CCOCC2)cc1	0.9	-4	0.9	11	-23	-25	6	-1.4	-37
Cc1ccc(NC(=O)Cn2nc(C)c3ccccc3c2=O)cc1	1.1	2	0.9	-7	4	-12	13	-1.1	16
COc1cc(/C=N/O)cc(Br)c1OCc1ccc(Cl)cc1	1.1	·	0.9	-11	-30	9	11	1.6	-1
CC(C)C(NS(=O)(=O)c1ccc2c3c(cccc13)C(=O)N2)C(=O)O (stereo unspecified)	1	-9	1	3	-84	0	-1	0.029	-14
Cc1ccc(S(=O)(=O)C2(C(=O)NCc3ccc4c(c3)OCO4)CC2)cc1	0.4	-1	0.3	64*	·	·	69*	-0.57	·
CCOC(=O)c1c(C)[nH]c(C(=O)COC(=O)c2oc3ccccc3c2C)c1C	1	7	1.1	-1	-20	18	-8	-0.81	1
CCOc1ccc(-n2cc(C(=O)N3CCN(C)CC3)c3cc(OC)c(OC)cc3c2=O)cc1	0.9	-5	1.1	8	10	2	-7	0.17	-11
Cc1cc2nc(C3CCN(CC4COc5ccccc5O4)CC3)[nH]c2cc1C (stereo unspecified)	0.6	-3	0.5	41	-2	-12	54*	-0.063	-16
CCOC(=O)C1CCCN(S(=O)(=O)Cc2ccccc2)C1 (stereo unspecified)	0.9	7	0.8	10	16	1	20	0.0021	-24
CC1CCN(C(=O)CNS(=O)(=O)c2ccc(Br)s2)CC1	0.9	4	0.8	10	-4	-7	22	-0.061	-17
Cc1ccc(C)c(Cn2cnc3c(nnn3-c3ccc(F)cc3)c2=O)c1	0.6	7	0.7	38	-2	-3	29	0.74	-12
CC(=O)c1cccc(NC(=O)N2CCCC2C(=O)NCCc2ccccc2)c1 (stereo unspecified)	1.1	7	0.7	-9	19	13	31	-0.77	4
COc1cc2c(cc1NC(=O)c1ccc(C(C)(C)C)cc1)CCCC2	1.2	·	0.9	-16	-15	-2	8	·	14
CCCCCn1c(SCC2CCCO2)nc2cc(C(=O)N3CCC(C(N)=O)CC3)ccc2c1=O (stereo unspecified)	0.5	2	0.6	53*	-32	-11	39	2.1	-30
COc1cccc2cc(C(=O)N3CCc4ccccc43)c(=O)oc12	0.9	5	0.3	14	-26	0	68*	0.011	-15
Cc1cccc(N2CCN(C3=NC(=O)C(=C4CCCCC4)S3)CC2)c1	1	9	0.7	4	-26	-1	26	-1.2	-20
CC(C)CNC(=O)c1cccc(C(=O)NCC(C)C)c1	0.7	0	0.6	33	21	6	38	1.7	-12
CCOC(=O)C1CCCN(C(=O)C(C)Oc2ccc(Cl)cc2Cl)C1 (stereo unspecified)	0.5	7	0.6	51*	-26	10	40	0.31	-4
COc1cccc(C(=O)NC2=NCCS2)c1OC	1.1	5	0.7	-6	-6	10	34	0.025	-25
CC(=O)Nc1cccc(NC(=O)C2CCCN2C(=O)Nc2ccc(C)cc2)c1 (stereo unspecified)	0.9	·	1	6	32	2	-2	-0.11	14
O=C(CSc1nnc(CNc2ccc(F)cc2)n1Cc1ccccc1)N1CCOCC1	0.9	-1	1	14	·	·	-1	0.61	·
CC(C)N(C(=O)CN(C#N)c1nc(N(C)C)nc(N(C)C)n1)c1ccccc1	0.9	4	0.9	7	-9	2	14	-1.5	-19
Cc1cc(N2CCN(c3cccc(C)c3C)CC2)nc(-c2ccccc2)n1	·	5	·	·	-20	-8	·	-0.098	-24
O=C(O)COc1c(F)c(F)c(C(F)(F)F)c(F)c1F	0.9	10	1	14	·	·	-2	-0.89	·
CCC(=O)Nc1sc2c(c1C#N)CCCCC2	1	-2	0.8	3	-4	4	24	1.1	-1
COc1cc(NC(=O)C2CCN(S(=O)(=O)c3cccnc3)CC2)cc(OC)c1OC	0.9	8	1.1	8	-47	0	-6	1.3	-10
O=C(CN1CCC(O)(c2ccccc2F)CC1)NCCc1c[nH]c2ccccc12	0.2	5	0.9	80*	-47	·	10	0.0014	·
COc1cccc(NC(=O)CCN2CCC(C(N)=O)CC2)c1	1.2	2	1	-16	·	-2	-4	-0.18	-14
COc1ccccc1NC(=O)C1=C(C)NC(SCC(=O)c2ccccc2)=C(C#N)C1c1ccco1 (stereo unspecified)	0.2	5	0.5	78*	·	-16	55*	0.98	1
Cc1cc(N2CC(C(=O)O)CC2=O)ccc1Br (stereo unspecified)	0.7	4	0.7	26	-13	62	26	-0.48	92*
O=C(c1ccccc1[N+](=O)[O-])N1CCC(Cc2ccccc2)CC1	0.4	·	0.3	60*	29	-22	66*	0.42	2
CCC(=O)N(CCCN(C)C)c1nc(-c2cc(OC)ccc2OC)cs1	0.9	8	0.8	14	-5	17	25	-0.3	-22
